# RmlCD inh 1536 – M. tuberculosis RmlC/RmlD coupled enzyme inhibitors, primary screen, biochemical, compound mixtures, 384-well, from 1536-well plates | RmlC+RmlD coupled enzyme assay, percent inhibition; primary screen in compound mixtures | inhibition, % at 3.6 µM | hit rate 0.03% among 160,000 | AID 1533, 2009; in the data active = inhibition mostly above about 34%, no sharp cut-off; note: some results filed as inactive read as strong as hits
# Target sequence (P9WH09 whole entry, looked up): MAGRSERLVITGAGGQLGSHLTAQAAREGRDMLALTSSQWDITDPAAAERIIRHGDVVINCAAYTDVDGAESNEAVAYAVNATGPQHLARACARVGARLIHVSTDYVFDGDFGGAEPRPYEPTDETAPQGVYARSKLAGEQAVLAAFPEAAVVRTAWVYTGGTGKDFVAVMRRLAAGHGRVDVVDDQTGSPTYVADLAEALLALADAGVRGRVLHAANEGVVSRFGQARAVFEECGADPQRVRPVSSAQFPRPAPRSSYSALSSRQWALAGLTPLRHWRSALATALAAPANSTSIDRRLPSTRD
# Target sequence (P9WH11 whole entry, looked up): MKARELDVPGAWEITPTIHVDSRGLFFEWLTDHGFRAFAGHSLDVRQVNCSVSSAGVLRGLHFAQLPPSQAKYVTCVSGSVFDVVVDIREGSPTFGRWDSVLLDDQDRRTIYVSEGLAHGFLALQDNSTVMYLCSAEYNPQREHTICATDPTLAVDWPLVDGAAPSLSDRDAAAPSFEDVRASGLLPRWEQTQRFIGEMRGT
# GlmU inhibition – inhibition of mycobacterial GlmU enzyme – biochemical, glucosamine-1-phosphate acetyltransferase (AID 1376). M. tuberculosis GlmU acetyltransferase enzyme assay; higher % means a stronger effect. hit rate 0.25% among 220,000. one-dose inhibition, %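 (tested at 30 µM in the primary screen)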; IC50 in µM for titrated hits. Bifunctional protein GlmU (Mycobacterium tuberculosis (strain ATCC 25618 / H37Rv)); in the data active = inhibition above about 13%;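 note: 0% = complete reaction with vehicle and 100% = reaction without substrate; strong numbers were not always called active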
# Starred values were filed as active, the others as inactive; x = not tested or not shown. This is a subset; count on the stated rates, not on these rows.
structure	RmlCD inh 1536	GlmU inhibition
Cc1cccc(NC(=O)c2onc3c2CCCC3)n1	0	1.3%
CC1(c2nnc(-c3ccc(F)cc3)o2)CC(c2ccc([N+](=O)[O-])cc2)=NO1 (stereo not given)	x	-7.4%
O=C(CSCc1ccccc1)N1CCN(Cc2ccc3c(c2)OCO3)CC1	4	1.1%
COCc1cc(C)nc(Nc2cc(C)ccc2C)c1C#N	5	1.1%
COc1ccc(Cn2nnnc2C(C(C)C)N2CCN(c3ccccc3OC)CC2)cc1 (stereo not given)	x	0.2%
CCCCn1c(NS(=O)(=O)c2ccc(C)cc2)c(C(=O)OCC)c2nc3ccccc3nc21	8	0.6%
CC(=O)Nc1sc2c(c1C(c1ccccc1)N1CCOCC1)CCCC2 (stereo not given)	7	x
Cc1nc2cc(NS(=O)(=O)c3cccc(F)c3)ccc2s1	-8	1.6%
COc1ccc(NC(=O)CNS(=O)(=O)c2ccc(Cl)cc2)cc1OC	-3	-7.3%
O=C(CCSc1nnc(-c2ccncc2)o1)Nc1ccccc1	5	6.0%
CCOC(=O)N1CCN(C(=S)NC(=O)c2ccnn2C)CC1	-10	1.4%
COc1ccc(C(=O)/C=C/N(C)C)cc1	37	2.7%

# Next part (5 carried over from the part before).
structure	RmlCD inh 1536	GlmU inhibition
Cc1nc2cc(NS(=O)(=O)c3cccc(F)c3)ccc2s1	-8	1.6%
COc1ccc(NC(=O)CNS(=O)(=O)c2ccc(Cl)cc2)cc1OC	-3	-7.3%
O=C(CCSc1nnc(-c2ccncc2)o1)Nc1ccccc1	5	6.0%
CCOC(=O)N1CCN(C(=S)NC(=O)c2ccnn2C)CC1	-10	1.4%
COc1ccc(C(=O)/C=C/N(C)C)cc1	37	2.7%
CC1(C)OC(c2ccccc2)=C/C(=C/C=Nc2ccccc2)O1	x	-3.5%
Cc1ccc(S(=O)(=O)c2c(C)nn(C(C)(C)C)c2OC(=O)c2ccco2)cc1	1	-0.8%
COc1cc(C(c2sc3nc(C)nn3c2O)N2CCc3ccccc3C2)cc(OC)c1OC (stereo not given)	x	-0.7%
Cc1ccc2nc(SCC(=O)N3CCOCC3)[nH]c2c1	x	3.0%
CCCCCC(=O)Nc1cccc(C2=NOC3(C2)C[C@H](C(N)=O)N(C(=O)CC)C3)c1 (stereo not given in full)	x	1.2%
CCOc1ccc(Br)cc1S(=O)(=O)N1CCC(C(N)=O)CC1	21	-1.9%
CCN(CC)S(=O)(=O)c1ccc(N/N=C(\C)c2ccc3c(c2)OCO3)c([N+](=O)[O-])c1	2	-2.8%
Nc1nc(CN2CCN(C(c3ccccc3)c3ccccc3)CC2)nc(Nc2ccccc2)n1	5	-2.8%
CN(CC(=O)NCc1ccncc1)S(=O)(=O)c1ccccc1	-5	0.1%
COc1ccc(-c2nsc(SCC(=O)Nc3cc(C)on3)n2)cc1	9	9.4%
C[C@H](CO)NC(=O)[C@H](C)[C@@H]1C[C@@]1(C)[C@@H](NC(=O)OCc1ccccc1)c1ccccc1	x	-2.3%
CCc1cc(/C(Cc2cscn2)=N\O)c(O)cc1O	13	6.1%
Cc1ccccc1C(=O)NCc1nnc(SCC(=O)N2CCN(c3ccccc3)CC2)n1C	x	-2.6%
Cc1cc(C(=O)CSc2nc(N)cc(=O)[nH]2)c(C)n1CCc1ccc(F)cc1	-7	1.2%
O=C(CCc1nnc(COc2ccccc2)o1)NCCc1cccs1	-12	3.8%
Cc1cc(C)nc(NC(=O)c2ccc(COc3ccccc3Cl)cc2)c1	-10	-3.5%
O=C(Nc1ccc(F)cc1)c1cc(-c2ccccc2)no1	x	1.6%
Cc1cccc2cc(COC(=O)c3cccs3)c(=O)[nH]c12	-5	6.9%
CCOc1ccc(-n2c(SCC(=O)Nc3ccc(Br)cc3)nc3n[nH]c(C)c3c2=N)cc1	-10	-3.0%
COc1cccc(-c2ccc(=O)n(CC(=O)NCCN3CCOCC3)n2)c1	12	-5.0%
C#CCOCCOCCOCCNc1nc(N2CCOCC2)nc(N2CCN(C(=O)[C@H]([C@@H](C)CC)n3cc([C@@H](N)Cc4ccc(O)cc4)nn3)CC2)n1	x	-0.6%
Cc1ccc(C)c2c1cc(C)c1nnc(SCC(=O)NCc3ccc4c(c3)OCO4)n12	-13	0.1%
CC(C)(C)OC(=O)NCCCC[C@H](NC(=O)c1nc[nH]c1C(=O)N1CCN(C(=O)OC(C)(C)C)CC1)C(=O)OC(C)(C)C	x	-4.8%
Cc1c(NC(=S)N/N=C/c2ccc(O)cc2)c(=O)n(-c2ccccc2)n1C	6	-5.6%
O=C(NNC1=Nc2cc([N+](=O)[O-])ccc2OC1)c1ccccc1Cl	-4	x
COc1cccc(/C=N/NC(=O)CC2C(=O)NN=C2C)c1O (stereo not given)	-8	1.8%
CCc1sc(C(=O)Nc2ccc(NC(C)=O)cc2)cc1C	-9	-2.6%
CC(=Nc1cc(C(=O)c2ccccc2)ccc1N)C1=C(O)CC(C)(C)CC1=O	-9	-4.0%
O=C(O)CC(Sc1n[nH]c(=S)s1)C(=O)O (stereo not given)	-5	-3.6%
CC(=O)N1C(C(=O)O)CSC1c1ccc(C)cc1 (stereo not given)	-10	2.9%
Cc1cc(C(c2ccc(C)o2)c2ccc(C)o2)c(O)c([N+](=O)[O-])c1	7	10%
O=C(Nc1nnc(-c2ccccc2Cl)o1)c1cc2cc([N+](=O)[O-])ccc2s1	10	-2.5%
CCOC(=O)N1CCC(NC(=O)C2CCN(C(=O)N3CC(C)Oc4ccccc43)CC2)CC1 (stereo not given)	x	4.6%
COc1ccccc1N=C(C)C1=C(O)CSC1=O	7	1.5%
COc1cccc(NC(=O)C(c2ccccc2)N2CCCC2)c1 (stereo not given)	19	-6.0%
O=C(NCCc1ccccc1)C(=O)Nc1ccc2c(c1)OCCO2	1	-4.5%
COc1cccc(N2CCN(CC(=O)Nc3nnc(-c4ccccc4)s3)CC2)c1	x	1.7%
CCOC(=O)c1ccc(NC(=O)c2c(N)n(C)c(=O)n(C)c2=O)cc1	x	-0.9%
N/C(=N\OC(=O)c1csnn1)c1ccc(C(F)(F)F)cc1	-2	-8.9%
COc1cccc(-c2nnc3sc(-c4ccco4)nn23)c1	-13	-0.3%
CCCc1cc(=O)[nH]c(SCC(=O)NC(=O)c2ccccc2)n1	x	1.4%
CN1CCc2c(sc(/N=C/c3c[nH]c4ccccc34)c2C#N)C1	24	-5.9%
CCCCCC[n+]1c(-c2ccc(Cl)cc2Cl)csc1Nc1ccccc1	-5	3.7%
CCOc1ccccc1-n1nnnc1SCC(=O)Nc1cc(C)on1	x	-2.4%
CCOc1ccc(OCC)c(NC(=O)C2CCCN2S(=O)(=O)c2cccc3cccnc23)c1 (stereo not given)	10	2.2%
CCN(CC)c1ccc(/C=N/NC(=O)c2ccc(Br)o2)cc1	7	7.0%
CC(C)(C)C1=C(C#N)C(c2ccc3c(c2)OCO3)C(C#N)=C(N)O1 (stereo not given)	2	1.8%
Cn1cnnc1SCc1ccc(C(=O)N=Nc2c(O)n(C)c3ccccc23)cc1	x	-3.3%

# Compound profiles, as listed above. Order of screens: RmlCD inh 1536, GlmU inhibition
# O=C(O)CC(Sc1n[nH]c(=S)s1)C(=O)O (stereo not given) across the screens: -5, -3.6%
# Cn1cnnc1SCc1ccc(C(=O)N=Nc2c(O)n(C)c3ccccc23)cc1 across the screens: x, -3.3%
# COc1ccc(-c2nsc(SCC(=O)Nc3cc(C)on3)n2)cc1 across the screens: 9, 9.4%
# CC(C)(C)OC(=O)NCCCC[C@H](NC(=O)c1nc[nH]c1C(=O)N1CCN(C(=O)OC(C)(C)C)CC1)C(=O)OC(C)(C)C across the screens: x, -4.8%
# CCCCn1c(NS(=O)(=O)c2ccc(C)cc2)c(C(=O)OCC)c2nc3ccccc3nc21 across the screens: 8, 0.6%

# Next part
structure	RmlCD inh 1536	GlmU inhibition
CCOC(=O)C1(Cc2cccc(OC)c2)CCN(CC=C(C)C)CC1	-3	-2.1%
O=C(CCC(=O)c1cccs1)Nc1ccc(F)c(F)c1F	x	-1.0%
CCN(CC(=O)Nc1ccc(NC(C)=O)cc1)C(=O)C(c1ccccc1)c1ccccc1	-12	0.8%
CCOc1ccc(N(CC)C(=O)c2nn(-c3ccc(OC)cc3)c(=O)c3c2c2ccccc2n3C)cc1	x	-8.9%
O=C(CCc1nnc(C2(c3ccc(Cl)cc3)CCC2)o1)NC1CC1	-11	1.2%
CCNc1nc(SC(C)C(=O)Nc2ccccc2)nc(N(C)C)n1 (stereo not given)	-16	x
O=C(NC1(C(F)(F)F)NC(=O)N(Cc2cccnc2)C1=O)c1cccs1 (stereo not given)	-9	6.2%
O=C(NC(=S)N1CCCCC1CO)C12CC3CC(CC(C3)C1)C2 (stereo not given)	-8	-1.3%
CC(=O)Nc1ccc(OCC(O)CN2CCN(Cc3ccccc3)CC2)cc1 (stereo not given)	28	3.8%
CNC(=S)Nc1sc2c(c1C(=O)OC)CCC2	x	0.3%
CCN(C(=O)COC(=O)c1ccc(N2C(=O)c3ccccc3C2=O)cc1)C1CCS(=O)(=O)C1 (stereo not given)	x	3.3%
Cc1cc(-c2ccccc2)c(C#N)c(=S)[nH]1	6	6.9%
C=CCOc1ccc(C=Nc2ccc(OC)cc2)c(O)c1	0	1.4%
COc1ccccc1CNC(=O)C(NC(=O)c1ccccc1C)C(C)C (stereo not given)	-9	0.7%
Cc1ccc(-c2cc(C(=O)N3CCCC3)no2)cc1	x	3.7%
Cc1c(CNCCc2ccc(Cl)cc2)c(C(=O)O)c(C)n1Cc1ccccc1	8	-0.5%
Cc1ccc(S(=O)(=O)N[C@H](C(=O)OCn2nnc3ccccc3c2=O)C(C)C)cc1	-2	2.9%
CCCCCCSc1nsc(NC(=O)CC(C)C)n1	-4	-1.0%
COC(=O)CN(C#N)c1nc(N(C)C)nc(N(C)C)n1	2	3.0%
CCC(C)c1ccc(S(=O)(=O)N2CC(=O)Nc3ccccc32)cc1 (stereo not given)	6	-1.8%
CC1CN(CC(=O)Nc2cccc(C(=O)Nc3cccc(C(F)(F)F)c3)c2)CC(C)O1 (stereo not given)	-4	0.4%
Cc1cc(C(=O)COC(=O)c2ccc([N+](=O)[O-])o2)c(C)n1CC1CCCO1 (stereo not given)	-7	1.5%
COc1cc(O)cc2occ(-c3ccc(O)cc3)c(=O)c12	-11	1.0%
Nc1nnc(CC(=O)N/N=C/c2ccccc2OCc2ccccc2F)s1	49	5.7%
O=C1NC(=O)C2(CCC(C(=O)O)C2)N1 (stereo not given)	8	1.8%
O=C(C[n+]1cccc(NC(=O)c2ccccc2)c1)c1ccccc1	6	x
O=C(NCC1CCCO1)c1cc2ccccc2nc1Cl (stereo not given)	-10	-4.1%
COc1ccc(-c2cc(C(F)F)n3ncc(C(=O)Nc4ccc(C(=O)N5CCOCC5)cc4)c3n2)cc1	-6	-1.9%
CCOC(=O)c1c(NC(=S)Nc2cc([N+](=O)[O-])ccc2OC)sc2c1CCCCC2	12	1.6%
COc1ccccc1N=Cc1c(C)c(C#N)c2[nH]c3ccccc3n2c1=O	-11	1.1%
CC(C)c1ccccc1-n1c(SCC(=O)c2ccc3c(c2)NC(=O)CO3)nc2ccccc2c1=O	8	2.0%
O=C(c1ccc(CNc2c(NC3CCCCC3)c(=O)c2=O)cc1)N1CCc2ccccc21	77	1.4%
COc1ccc(OC)c(CNC(=O)C2CCN(S(=O)(=O)N3CCCC3)CC2)c1	-7	-0.3%
O=C(COc1ccc(Cl)cc1Cl)Nc1nnc(C2=COCCO2)o1	x	2.4%
CCCCC(=O)N/N=C/c1c(O)n(CCC2=CCCCC2)c(=O)[nH]c1=O	x	2.5%
O=C(O)CCNC(=O)c1ccccc1	x	2.9%
CCN1/C(=C/C=C/C=C/c2sc3ccccc3[n+]2CC)Sc2ccccc21	x	6.8%
CC1CCN(S(=O)(=O)c2ccc(S(=O)(=O)NCC3COCCO3)cc2)CC1 (stereo not given)	x	0.6%
CCS(=O)(=O)c1ccc2oc(SCC(=O)NCCc3ccccc3)nc2c1	x	0.3%
COc1ccc(S(=O)CC(=O)Nc2ccc(Cl)cc2Cl)cc1 (stereo not given)	7	-0.4%
CCOc1ccc(NC(=O)C2CC=CCC2C(=O)O)cc1 (stereo not given)	x	3.3%
CCOC(=O)N1CCN(C(=O)COc2ccccc2OC)CC1	x	7.8%
O=c1c2cc(N3CCOCC3)ccc2[nH]c(=S)n1CCCN1CCCC1	-6	-3.6%
CCOC(=O)c1[nH]c(CSc2nnc(-c3ccc(OC)cc3)o2)c(C(=O)OCC)c1C	15	0.2%
COc1cccc(COc2cc3ccccc3nc2C)c1	-16	2.4%
O=C(O)c1ccc(CSc2nnc(Cc3ccccc3)o2)cc1	x	1.5%
CC(CC(=O)O)CC(=O)Nc1cc(C(F)(F)F)cc(C(F)(F)F)c1 (stereo not given)	-1	-4.6%
Cc1nc(-c2ccccc2)cn2c1nc1ccccc12	3	0.2%
COc1ccc(-c2cc(C(=O)Nc3c(C)nn(Cc4ccccc4Cl)c3C)no2)cc1	-6	1.2%
COc1ccc(/C=N/Nc2cc(OC)ncn2)cc1	10	1.3%
